Growth percent in the NCI-60 one-dose screen (48 h, 10 µM unless noted): 100 = growth as untreated, 0 = no growth, -100 = all killed.
ACHN – ACHN renal cancer; actives 4.9% (n = 81,000)
UO-31 – UO-31 renal cancer. actives 5.2% (n = 81,000). AID 1794768
CAKI-1 – CAKI-1 renal cancer; actives 4.7% (n = 75,000); AID 1794772
U251 – U251 CNS tumor cells; actives 5.4% (n = 80,000)
RXF 393 – RXF 393 renal cancer cells. AID 1794773. actives 6.9% (n = 77,000)
A498 – A498 renal cancer cells; actives 5.4% (n = 76,000)
SN12C – SN12C renal cancer cells; actives 3.8% (n = 81,000); AID 1794767
786-0 – 786-0 renal cancer cells; actives 5.1% (n = 81,000)
TK-10 – TK-10 renal cancer cells; actives 3.9% (n = 81,000); AID 1794769
The depositor's hits bear a star; x = not tested or not shown; [ ] = another dose, or the depositor's remark. How the source made its calls: active means growth percent below 10; inactive means the rest.

Screens by letter: A = ACHN; B = UO-31; C = CAKI-1; D = U251; E = RXF 393; F = A498; G = SN12C; H = 786-0; I = TK-10
1) COc1cc(C2=Nc3c(N)ncnc3NC(c3cccc(Nc4ccnc5cc(Cl)ccc45)c3)C2)cc(OC)c1OC (stereo not drawn)
  A = 92	B = 58	C = 70	D = 89	E = 68	F = 85	G = 91	H = 72	I = 82

2) COC(=O)c1ccc2ccccc2c1
  A = 92	B = 101	C = 103	D = 101	E = 105	F = 76	G = 99	H = 101	I = 105

3) CCOC(CSCc1ccccc1)OCC
  A = 95	B = 83	C = 99	D = 101	E = 109	F = 89	G = 96	H = 101	I = 107

4) N#C/C(=C\c1cn[nH]c1-c1ccccc1)C(=O)Nc1sc2c(c1C#N)CCCC2
  A = 105	B = 82	C = 90	D = 100	E = 123	F = 94	G = 100	H = 103	I = 119

5) O=C1CC(C(=O)NCc2ccc(Cl)cc2Cl)CN1 (stereo not drawn)
  A = 100	B = 93	C = 86	D = 96	E = 102	F = 85	G = 99	H = 100	I = 95

6) CC1(C)C(C=C(Cl)Cl)C1c1nc(C#N)c(NCCN2CCOCC2)o1 (stereo not drawn)
  A = 95	B = 85	C = x	D = 97	E = 83	F = 102	G = 96	H = 92	I = 88

7) Cn1c(=O)[nH]c(=O)c2nc(/C=C/c3ccccc3)c(=O)[nH]c21
  A = 90	B = 78	C = 93	D = 100	E = 114	F = 116	G = 97	H = 106	I = 94

8) CN(C)c1ccc(NC(=O)c2cc3ccccc3cc2O)cc1
  A = 98	B = 54	C = x	D = 84	E = 94	F = 84	G = 89	H = 109	I = 121

9) COc1ccc(/C=C(\c2cc(OC)c(OC)c(OC)c2)c2nnc(-c3ccc(F)cc3Cl)o2)cc1
  A = 91	B = 58	C = 71	D = 97	E = 89	F = 59	G = 100	H = 73	I = 94

10) O=c1c2ccccc2nc2c3[nH]c4c(Cl)c(Cl)ccc4c3ccn12
  A = 100	B = 84	C = 98	D = 82	E = 59	F = x	G = 82	H = 84	I = 136

11) COc1cc(CNC(=O)/C=C/c2ccccc2)ccc1OCc1cn(-c2ccc(Cl)c(Cl)c2)nn1
  A = 61	B = 95	C = 16	D = 76	E = 60	F = 93	G = 85	H = 105	I = 105

12) Cc1cccc(N2C(=O)CSC2=S)c1
  A = 112	B = 100	C = 97	D = 101	E = 108	F = 88	G = 96	H = 99	I = 93

13) O=C1Nc2ccccc2C2c3[nH]c4ccccc4c3CCN12 (stereo not drawn)
  A = 103	B = 75	C = 91	D = 90	E = 103	F = 80	G = 100	H = 102	I = 108

14) C=CCn1c(C)nc2ccc(Nc3nc(N4CCN(C)CC4)nc4ccccc34)cc21
  A = 99	B = 66	C = 86	D = 90	E = 93	F = 92	G = 93	H = 93	I = 115

15) CC1(C)Oc2cc3oc(=O)ccc3cc2C[C@@H]1OCCn1ccnc1
  A = 104	B = 88	C = 92	D = 102	E = 112	F = 81	G = 100	H = 100	I = 106

16) NC(c1ccccc1)c1ccccc1
  A = 102	B = 96	C = 97	D = 92	E = 110	F = 83	G = 94	H = 96	I = 93

17) COC(=O)CCC/C=C\C[C@H]1C=CC(=O)/C1=C/C[C@@H](O)C/C=C\CC(F)(F)F
  A = -48*	B = -69*	C = 1.4*	D = -69*	E = -5.4*	F = 109	G = -6.2*	H = -40*	I = -2.5*

18) CC(=O)C(=Cc1ccc(Br)cc1)C(C)=O
  A = 101	B = 82	C = 97	D = x	E = 89	F = 105	G = 95	H = 103	I = 111

19) COc1ccc(/C=N/N=C(/C)c2nnn(-c3ccc(Cl)cc3)c2C)cc1
  A = 93	B = 77	C = 97	D = 95	E = 109	F = 96	G = 95	H = 101	I = 99

20) NC(=O)c1ccc(NC(=O)c2cc(Br)c(Br)[nH]2)c(OC2CCNCC2)c1
  A = 101	B = 77	C = 90	D = 93	E = 103	F = 95	G = 100	H = 94	I = 87

21) CN1C=CC(=CC=C2C=CC(=O)C=C2)C=C1
  A = 109	B = 97	C = x	D = 106	E = x	F = 123	G = 107	H = 109	I = 130

22) CC1=NNC(=O)/C1=C\c1cc(=O)oc2cc(C)ccc12
  A = 105	B = 93	C = x	D = 96	E = 105	F = 96	G = 100	H = 104	I = 96

23) Cc1cc(S(=O)(=O)Nc2nn(C)c(=O)[nH]2)c(SCc2ccccc2)cc1Cl
  A = 96	B = 85	C = x	D = 96	E = 98	F = 100	G = 94	H = 96	I = 105

24) COc1ccc(C(=O)CSc2nccc(Nc3ccc(N4CCOCC4)cc3)n2)cc1
  A = 89	B = 65	C = 84	D = 99	E = 89	F = 109	G = 92	H = 98	I = 104

25) Cc1ccc(C2=CSc3ccccc3N2)c(C)c1
  A = 88	B = 64	C = 89	D = 98	E = 113	F = 120	G = 102	H = 110	I = x

26) O=C(O)c1cocc1C(=O)O
  A = 106	B = 98	C = 95	D = 105	E = 101	F = x	G = 111	H = 107	I = 95

27) Clc1ccc(/C=N/Nc2nnc(-c3ccncc3)o2)cc1
  A = 96	B = 79	C = 89	D = 97	E = 97	F = 69	G = 98	H = 97	I = 100

28) O=C(NNc1nc2cc(Br)ccc2n2cccc12)c1cnccn1
  A = 31	B = 29	C = 47	D = 40	E = 93	F = 102	G = 64	H = 61	I = 62

29) CCOC(=O)C1=C(C)N=C2SC=C(c3ccc(F)cc3)N2[C@H]1c1cn[nH]c1-c1ccc(Cl)cc1
  A = 75	B = 61	C = 76	D = 75	E = 84	F = 85	G = 79	H = 95	I = 80

30) CN(C)c1ccc(/C=C/c2nc(=O)c3ccccc3o2)cc1
  A = 104	B = 86	C = 95	D = 85	E = 75	F = 95	G = 94	H = 89	I = 93

Rewritten with two lines to a compound: 7 of the compounds above.
Under each structure – ACHN, UO-31, CAKI-1, U251, RXF 393, A498, SN12C, 786-0, TK-10
1) COc1cc(C2=Nc3c(N)ncnc3NC(c3cccc(Nc4ccnc5cc(Cl)ccc45)c3)C2)cc(OC)c1OC (stereo not drawn)
  92, 58, 70, 89, 68, 85, 91, 72, 82
2) COC(=O)c1ccc2ccccc2c1
  92, 101, 103, 101, 105, 76, 99, 101, 105
3) CCOC(CSCc1ccccc1)OCC
  95, 83, 99, 101, 109, 89, 96, 101, 107
4) N#C/C(=C\c1cn[nH]c1-c1ccccc1)C(=O)Nc1sc2c(c1C#N)CCCC2
  105, 82, 90, 100, 123, 94, 100, 103, 119
5) O=C1CC(C(=O)NCc2ccc(Cl)cc2Cl)CN1 (stereo not drawn)
  100, 93, 86, 96, 102, 85, 99, 100, 95
6) CC1(C)C(C=C(Cl)Cl)C1c1nc(C#N)c(NCCN2CCOCC2)o1 (stereo not drawn)
  95, 85, x, 97, 83, 102, 96, 92, 88
7) Cn1c(=O)[nH]c(=O)c2nc(/C=C/c3ccccc3)c(=O)[nH]c21
  90, 78, 93, 100, 114, 116, 97, 106, 94

More compounds:
Screens by letter: A = ACHN; B = UO-31; C = CAKI-1; D = U251; E = RXF 393; F = A498; G = SN12C; H = 786-0; I = TK-10
31) COc1ccc(NC(=O)CSc2nc3ccc(OC)cc3[nH]2)cc1
  A = 98	B = 73	C = 91	D = 83	E = 104	F = 76	G = 88	H = 97	I = 92

32) Cc1ccc[n+](CC(=O)c2ccccc2)c1
  A = 102	B = 94	C = x	D = 98	E = 106	F = 84	G = 106	H = 97	I = 108

33) O=C(CCCl)OCCCl
  A = 103	B = 87	C = 84	D = 100	E = 108	F = 93	G = 99	H = 99	I = 99

34) FC(F)(F)c1cccc(Nc2nc(-c3ccccc3)nc3ncccc23)c1
  A = 76	B = 82	C = 40	D = 58	E = -14*	F = -4.5*	G = 76	H = 68	I = 94

35) Cc1ccc2c(C(C[N+](=O)[O-])c3ccccc3)c(-c3ccccc3)[nH]c2c1 (stereo not drawn)
  A = 37[9.5 µM]	B = 35[9.5 µM]	C = 22[9.5 µM]	D = 25[9.5 µM]	E = 5.6*[9.5 µM]	F = -1.6*[9.5 µM]	G = 42[9.5 µM]	H = 31[9.5 µM]	I = 44[9.5 µM]

36) CC12CCC3C(CCC4CC(O)CCC43C)C1CC(O)C2 (stereo not drawn)
  A = 112	B = 95	C = 109	D = 103	E = 106	F = x	G = 99	H = 106	I = 106

37) Cc1cc(SCc2ccccc2Cl)nc(N)n1
  A = 111	B = 93	C = 72	D = 98	E = 103	F = 16	G = 99	H = 83	I = 85

38) COc1ccc(-c2cc(C(=O)Nc3ccc(Br)cc3)nc3[nH]c(=O)sc23)cc1
  A = 55	B = 29	C = 35	D = 29	E = 65	F = -2.9*	G = 20	H = 57	I = 20

39) Fc1ccc(-c2nc3ncccn3c2-c2nc3ccccc3[nH]2)cc1
  A = 87	B = 77	C = 94	D = 103	E = 102	F = 129	G = 107	H = 99	I = 119

40) C/C(=C(/C)C1CC1CCN(C(=O)c1ccc([N+](=O)[O-])cc1)S(=O)(=O)c1ccc(C)cc1)C1CCCCC1 (stereo not drawn)
  A = 99	B = 92	C = 85	D = 95	E = 105	F = 105	G = 92	H = 96	I = 108

41) CC1=NN(Cc2nc(-c3ccccc3)n[nH]2)C(=O)C1
  A = 97	B = 65	C = 95	D = 101	E = 132	F = 81	G = 101	H = 108	I = 97

42) COC(=O)CN/C(CCCO)=C(/C#N)c1nc2ccccc2c(=O)[nH]1
  A = 102	B = 113	C = 110	D = 96	E = 36	F = 117	G = 109	H = 106	I = 114

43) Cc1cc2nc(-c3c(-c4ccc(F)cc4)nc4sccn34)[nH]c2cc1C
  A = 94	B = 79	C = 90	D = 95	E = 93	F = 89	G = 99	H = 86	I = 86

44) CCNc1nc2ccccc2c2c(=O)c3cc(F)cc(F)c3sc12
  A = 78	B = 94	C = 87	D = 83	E = 100	F = 80	G = 92	H = 93	I = 107

45) Cc1cccc(Cl)c1NC(=O)NCCCN1CCCCC1C (stereo not drawn)
  A = 102	B = 94	C = 143	D = 99[100 µM]	E = 110	F = 108	G = 100	H = 101	I = 113

46) O=C(/C=C/c1cc2ccccc2[nH]c1=O)/C=C/c1cc2ccccc2[nH]c1=O
  A = -11*	B = -84*	C = 32	D = -9.6*	E = -92*	F = 30	G = 24	H = -60*	I = -15*

47) O=C(/C=C/c1ccc(Cl)cc1)c1ccc(-n2cc(CN3CCN(c4cc5c(cc4F)c(=O)c(C(=O)O)cn5C4CC4)CC3)nn2)cc1
  A = 90	B = 65	C = 75	D = 69	E = 75	F = 60	G = 58	H = 78	I = 92

48) CCCCCC(=O)C(C)=O
  A = 102	B = 91	C = 99	D = 99	E = 98	F = 105	G = 99	H = 103	I = 97

49) CCCCc1oc2ccccc2c1C(=O)c1ccc(O)cc1
  A = 89	B = 78	C = 68	D = 86	E = 73	F = 91	G = 71	H = 79	I = 101

50) OC(c1ccccc1)C(Nc1ccccn1)c1ccccc1 (stereo not drawn)
  A = 99	B = 78	C = 95	D = 98	E = 104	F = 78	G = 101	H = 103	I = 110

51) O=C1C=C(O)C(=O)N1c1ccc(Br)cc1
  A = 113	B = 98	C = 100	D = 98	E = 111	F = 100	G = 104	H = 109	I = 117

52) Cc1cc(O)ccc1C1=NN(c2ccc(S(N)(=O)=O)cc2)C(=O)CC1
  A = 78	B = 65	C = x	D = 53	E = x	F = -3.0*	G = 71	H = 60	I = 114

53) CCOC(=O)C1CCCCC1C(=O)OCC (stereo not drawn)
  A = 97	B = 95	C = 100	D = 101	E = x	F = 97	G = 105	H = 110	I = x

54) O=C1OC(c2ccccc2)(c2cc(Br)ccc2O)c2ccccc21 (stereo not drawn)
  A = 73	B = 53	C = 43	D = 69	E = 25	F = 73	G = 76	H = 87	I = 43

55) CC1(C)CC[C@]2(C(=O)N3CCOCC3)CC[C@]3(C)C(=CC[C@@H]4[C@@]5(C)C/C(=C/c6ccccc6)[C@H](O)C(C)(C)[C@@H]5CC[C@]43C)C2C1 (stereo partly drawn)
  A = 85	B = 77	C = 62	D = 92	E = x	F = 93	G = 85	H = 81	I = 111

56) CCC[S+](CCC)CC(=O)c1ccc(-c2ccccc2)cc1
  A = 108	B = 85	C = x	D = 90	E = 100	F = 100	G = 101	H = 94	I = 99

57) COC(=O)c1c(C(=O)OC)c2n(CC(=O)Nc3cccc4cccnc34)c3ccccc3n2c1C(=O)c1ccc(OC)cc1
  A = 98	B = 95	C = 100	D = 112	E = 112	F = 113	G = 97	H = 106	I = 109

58) Cc1ccc(/C=C/c2c3c(nc4ccccc24)CCCC3=O)cc1
  A = 93	B = 50	C = 67	D = 76	E = 91	F = 53	G = 69	H = 75	I = 73

59) C/C=C/C1OCCC(C)O1 (stereo not drawn)
  A = 101	B = 94	C = 100	D = 101	E = 96	F = 93	G = 101	H = 103	I = 103

60) O=C(Nc1ccc(NC2=NCCN2)cc1)c1ccc(C(=O)Nc2ccc(NC3=NCCN3)cc2)cc1
  A = 92	B = 79	C = 95	D = 93	E = 103	F = 124	G = 71	H = 96	I = 106

Complete entries from above. Order of values: ACHN	UO-31	CAKI-1	U251	RXF 393	A498	SN12C	786-0	TK-10
O=C(/C=C/c1ccc(Cl)cc1)c1ccc(-n2cc(CN3CCN(c4cc5c(cc4F)c(=O)c(C(=O)O)cn5C4CC4)CC3)nn2)cc1 in the list: 90	65	75	69	75	60	58	78	92
O=C1C=C(O)C(=O)N1c1ccc(Br)cc1 in the list: 113	98	100	98	111	100	104	109	117

Random draw from the library; 12% or so of the library scored in one or more.
